# WRN helicase inh: blocks human WRN helicase | actives 0.46% (n = 360,000) | Potency, µM (highest dose often 114 µM), for the others: top-dose activity change, negative = inhibition, hits mostly inhibitors | Q14191 | WRN helicase unwinding, fluorescent forked duplex, kinetic; also: potency is read from the fitted curve at half-maximal effect; % is scaled to controls: 0 for no effect and ±100 for the full control effect; nearly all actives have a fitted effect of over 55% in size
#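 Kinetic fluorescence helicase assay: unwinding of a quenched forked DNA duplex (100 nM final) with 2 mM ATP final raises red fluorescence (525/598 nm). Compounds sat 15 min at room temperature with 20 nM WRN beforehand.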
# PI5P4K alpha inh: blocks human PI5P4K alpha kinase activity. P48426. max response, %. AID 652105. actives 1.2% (n = 330,000). PI5P4Kalpha enzyme, ADP-Glo luminescence, 60 min; stronger effect = lower value; active = max response of -50% or lower; inconclusive = between -30% and -50%; inactive = -30% or higher; also: value at the top dose of about 77 µM; % is scaled to controls: 0 for no effect and ±100 for the full control effect
# Target sequence (P48426 whole entry, looked up): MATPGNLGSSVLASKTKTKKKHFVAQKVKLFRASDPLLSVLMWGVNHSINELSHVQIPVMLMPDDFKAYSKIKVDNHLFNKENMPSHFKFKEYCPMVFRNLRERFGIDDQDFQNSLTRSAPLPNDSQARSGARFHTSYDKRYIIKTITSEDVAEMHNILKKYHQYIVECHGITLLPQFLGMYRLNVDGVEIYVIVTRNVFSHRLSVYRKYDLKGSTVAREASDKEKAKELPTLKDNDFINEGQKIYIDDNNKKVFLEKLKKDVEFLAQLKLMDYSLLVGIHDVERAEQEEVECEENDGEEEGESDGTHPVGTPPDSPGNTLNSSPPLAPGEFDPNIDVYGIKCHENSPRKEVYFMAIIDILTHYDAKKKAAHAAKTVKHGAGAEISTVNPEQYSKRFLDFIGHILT
#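 ADP-Glo luminescence end-point read after a 60 min room-temperature kinase reaction of PI5P4Kalpha plus substrate, initiated with ATP at 5 microM final. Buffer: 0.038 M HEPES pH 7.4, EGTA, 0.1% CHAPS, 5% DMSO.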
# IL2 activator: activates IL-2 in a cell-based reporter assay; IL-2 activation reporter assay, cell-based qHTS; stimulated with anti-CD3/CD4/CD28 beads; in transgenic mouse T cells; activation, % (series mostly up to about 46 µM); actives 0.065% (n = 360,000); in the data active = activation above about 50%; inconclusive = mostly about 30% to 49%; also: 0% is about no effect
#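 First, unstimulated transgenic mouse T cells were exposed to compound for 60 min. Next, anti-CD3/anti-CD4-coated beads with anti-CD28 were added. Finally, after 18 h at 37 degrees C, EGFP and DsRed were imaged.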
# EPAC1 antagonist: antagonists of human EPAC1 | actives 0.14% (n = 360,000) | EPAC1 GEF assay, Rap1b-BODIPY-GDP exchange fluorescence | O95398 | AID 720709 | Potency, µM (titrated, usually from 115 µM), for the others: at the highest dose activity change, negative = inhibition, most hits filed as inhibitors;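 also: potency is read from the fitted curve at half-maximal effect; plate controls were vehicle for no effect and positive control for full effect; nearly all actives have a fitted effect of over 50% in size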
# PLK1 PBD block: PLK1 (human) polo-box domain binding inhibition | actives 2.8% (n = 360,000) | AID 720504 | Plk1 PBD binding of FITC phosphopeptide, fluorescence polarization | Potency, µM, for inactives: max response, negative = inhibition, actives largely listed as inhibitors | P53350; also: potency is read from the fitted curve at half-maximal effect; series mostly up to about 57 µM; % is scaled to controls: 0 for no effect and ±100 for the full control effect; nearly all actives have a fitted effect of over 65% in size
# Target sequence (P53350 whole entry, looked up, the tested form may be a part): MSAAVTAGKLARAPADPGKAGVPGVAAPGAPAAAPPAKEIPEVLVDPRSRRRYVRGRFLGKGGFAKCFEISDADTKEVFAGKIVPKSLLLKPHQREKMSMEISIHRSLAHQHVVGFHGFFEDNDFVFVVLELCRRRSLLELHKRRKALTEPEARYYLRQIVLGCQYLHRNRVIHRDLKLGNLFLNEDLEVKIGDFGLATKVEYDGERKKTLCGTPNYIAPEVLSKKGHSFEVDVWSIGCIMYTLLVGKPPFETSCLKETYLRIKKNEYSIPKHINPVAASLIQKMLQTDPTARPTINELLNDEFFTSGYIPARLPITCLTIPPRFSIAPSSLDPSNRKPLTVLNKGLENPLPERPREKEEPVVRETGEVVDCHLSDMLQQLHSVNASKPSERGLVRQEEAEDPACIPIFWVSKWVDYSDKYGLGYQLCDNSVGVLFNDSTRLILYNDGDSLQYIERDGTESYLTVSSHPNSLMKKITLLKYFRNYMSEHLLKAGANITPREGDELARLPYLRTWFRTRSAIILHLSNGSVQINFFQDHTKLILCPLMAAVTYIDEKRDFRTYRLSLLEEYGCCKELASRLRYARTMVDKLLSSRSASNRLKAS
# EPAC2 agonist: EPAC2 (human) agonism | Q8WZA2 | EPAC2 activation, biochemical qHTS; response scale: 100% = 6.5 mM cAMP response | Potency, µM (top dose mostly 154 µM), for the others: top-dose activation, usual class: activators | actives 0.079% (n = 360,000) | AID 720711; also: potency is read from the fitted curve at half-maximal effect; nearly all actives have a fitted effect of over 50% in size
#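 Exchange assay: 100 nM EPAC2 with 250 nM Rap1B-BODIPY-GDP and 50 uM GDP. Fluorescence (ex 480/em 540 nm) read every 5 min for 30 min at room temperature. Data normalized to 6.5 mM cAMP as agonist control.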
# EPAC1 agonist: EPAC1 (human) agonism | EPAC1 agonist qHTS, biochemical assay; response scale: 100% = response to 6.5 mM cAMP | Potency, µM (series often up to 154 µM), for the others: at the top dose activation, hits mostly activators | actives 0.073% (n = 360,000); also: potency is read from the fitted curve at half-maximal effect; nearly all actives have a fitted effect of over 60% in size
#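 EPAC1 100 nM, Rap1B–BODIPY-GDP 250 nM, unlabeled GDP 50 uM; compound titration; 5 min RT; kinetic read ex480/em540 at 5-min intervals ×30 min; data normalized to 6.5 mM cAMP agonist control.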
# CCT modulator: modulators of cytosolic chaperonin (CCT/TRiC) activity; AID 651819; purified chaperonin ATPase assay, HTRF ADP detection, 30 min; actives 0.3% (n = 360,000); activity change, % (test concentration not listed), hits read low; in the data active = activity change below about -30%; also: % is scaled to controls: 0 for no effect and ±100 for the full control effect
#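 Nucleotide hydrolysis assay: TRiC at 20–40 nM final (set by batch activity) with 10 uM ATP, 30 min at 37 °C, in presence of 76 uM compound. Detection by competitive ADP HTRF, 30 min ambient.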
# * marks the source's active call; other numbers are inactive results; u = inconclusive; x = no result given; [ ] = dose if it differs, or a comment. Unless noted, calls follow the shape of the dose curve; as a rule, active = well fitted curve in the direction sought with a large enough effect; inconclusive = small, poorly fitted or top-dose-only effect, or another doubt; inactive = no such curve, though single readings can be large; an effect the other way counts as inactive or inconclusive. Some of the compounds tested. The share of hits here may be higher or lower than overall.
compound,WRN helicase inh,PI5P4K alpha inh,IL2 activator,EPAC1 antagonist,PLK1 PBD block,EPAC2 agonist,EPAC1 agonist,CCT modulator
O=C(Nn1cnc2ccccc2c1=O)c1ccc([N+](=O)[O-])cc1,-11%,-1,-0.5,-8%,-7%,2%,-1%,-3.1
CCC[C@H]1CN(c2ccccc2)C(=O)[C@@H]1CC(=O)Nc1ccc(OC)cc1,2%,3,-4.3,6%,-14%,13%,-15%,-0.7
Nc1[nH]nc2nc3ccccc3cc12,-4%,4,3.0,5%,0%,5%,9%,-4.4
CN1CCc2c(sc3c2c(=O)n(-c2ccc(Cl)cc2)c2nncn32)C1,3%,-4,-0.3,11%,-27%,1%,-4%,2.6
Cc1ccc(-c2csc3ncnc(SCC(=O)Nc4nnc(C)s4)c23)cc1,0%,x,-3.4,11%,-2%,-6%,-6%,2.3
CC(C)[C@H](NC(=O)[C@H]1N2C(=O)c3ccccc3C2SC1(C)C)C(=O)NCc1ccco1 (stereo not given in full),-9%,-1,2.0,6%,-8%,0%,8%,-0.4
Cc1ccc(NC(=O)Cn2cccc2)cc1Cl,-5%,x,0.5,0%,-14%,0%,2%,-4.9
C#CCSc1nnc(-c2ccc([N+](=O)[O-])cc2)o1,8%,0,1.4,2%,-10%,8%,-7%,-0.1
O=C(NCc1ccccc1Cl)C1CCCN1C(=O)Nc1ccccc1 (stereo not given),2%,0,0.4,5%,-4%,3%,1%,1.1
C[C@H](CO)N1C[C@H](C)[C@@H](CN(C)S(=O)(=O)c2ccc(-n3cccn3)cc2)OCc2cn(nn2)CCCC1=O,15%,-7,-1.6,-16%,u,9%,9%,-4.2
CCn1c(SCC(=O)N2CCCCCC2)nc2ccccc2c1=O,6%,3,0.4,-2%,-15%,6%,5%,0.6
O=C1C(Cc2ccc(O)cc2)NC(=S)N1c1ccccc1 (stereo not given),-2%,x,-2.7,10%,-10%,2%,-1%,-0.1
Cn1c(=O)c2[nH]c(N3CCCCC3)nc2n(C)c1=O,-9%,-2,10,6%,-27%,14%,14%,0.8
CCNc1nc(NCC)nc(-n2nc(C)cc2C)n1,0%[57.1 µM],x,-2.4,12%,0%,6%,-4%,2.0
CC(=O)Nc1ccc(/C(C)=N/Nc2nc(Nc3cccc4ccccc34)nc(N3CCOCC3)n2)cc1,-16%[57.1 µM],-8,-0.6,1%,-5%,7%,7%,0.1
CC(=O)c1cccc(NS(=O)(=O)N2CCOCC2)c1,-5%,-6,-1.9,1%,2%,-5%,7%,1.9
O=C(NC1CCCCCCC1)c1cccs1,16%,3,0.3,19%,3%,0%,4%,0.6
COc1cccc2c1C(=O)CC1C2CCC2CC(=O)CCC21C (stereo not given),-3%,3,-0.2,11%,-4%,9%,14%,-0.7
CCNC(=O)CSc1nc2ccccc2c(=O)n1CCCOC(C)C,4%,1,-2.7,6%,4%,1%,1%,-1.7
COc1ccc(-c2cc(-c3n[nH]c(=S)n3-c3ccccc3Cl)[nH]n2)cc1,-8%,-7,-1.9,-7%,-14%,8%,0%,1.0
COc1ccc(N2CCN(C(=O)Cn3cnc4c(cnn4-c4ccc(C)cc4)c3=O)CC2)cc1,2%,2,1.9,8%,-8%,2%,11%,-2.3
COc1cc(NS(=O)(=O)c2ccc(NC(=S)Nc3ccccc3)cc2)nc(OC)n1,2%,5,6.1,9%,-5%,2%,11%,-5.2
CC1CCc2c(sc(NC(=O)c3cccn3C)c2C(N)=O)C1 (stereo not given),-6%[11.6 µM],u,-0.6,-19%,-4%,0%,-7%,-0.3
O=C(OCCOc1ccccc1F)c1cccc(S(=O)(=O)N2CCOCC2)c1,-10%,0,-0.3,8%,1%,-4%,0%,-0.9
NCc1cccc(CNc2ccc([N+](=O)[O-])cc2C(N)=O)c1,-26%,-4,3.3,4%,-10%,5%,-11%,-3.2
CCC1NC(=O)c2cc3ccccc3cc2-n2c1nc1cc(OC)c(OC)cc1c2=O (stereo not given),4%,2,-1.3,0%,4%,-6%,-9%,0.1
Cc1ccccc1CS(=O)(=O)Cc1ccc(C(=O)NCc2ccccn2)o1,-14%,0,-0.7,-8%,-10%,11%,6%,1.3
COC(=O)CNc1cc(S(=O)(=O)N2CCCCC2)ccc1Oc1ccc(C(=O)OC)cc1,7%[57.1 µM],7,-0.4,-12%,-5%,12%,11%,-1.2
COc1ccc(N2C(=NC(=O)C(C)Oc3ccccc3)SC3CS(=O)(=O)CC32)cc1 (stereo not given),-2%,-4,0.2,-29%,-13%,9%,3%,-2.7
Cc1cccc(C)c1NC(=O)C(C1CC1)n1c(-c2ccc(=O)[nH]c2)nc2ccccc21 (stereo not given),4%,2,1.3,1%,-3%,5%,-10%,x
CCN1CCN(c2ccc(S(=O)(=O)N3CCCCC3)cc2NC(=O)c2ccc(F)cc2)CC1,-9%,2,1.8,4%,-4%,-1%,-1%,-0.5
Nc1nc2ccc(-c3nc4ccccc4o3)cc2s1,-15%,2,-0.5,-4%,-7%,10%,0%,-2.2
CN(CC(=O)NCc1ccccc1)S(=O)(=O)c1cnc[nH]1,2%[57.1 µM],x,-1.3,-13%,-6%,4%,3%,1.1
CCCS(=O)(=O)N1CCN(C(=O)c2cc(OC)cc(OC)c2)CC1,-6%,x,-0.5,8%,0%,5%,-5%,-0.3
CC1(C)Cc2ccccc2/C(=C/C(=O)c2ccccc2)N1,-9%,12,-0.1,0%,4%,10%,9%,-1.3
COc1ccc(C(=O)NCC2(c3ccccc3)CCCC2)c(OC)c1,-5%,11,-3.8,-7%,-3%,19%,6%,-0.5
COc1ccc(/C=N/Nc2nonc2N)c(OC)c1,-4%,-5,-1.9,6%,5%,-2%,-2%,1.1
CCOc1ccc(=O)n(-c2ccccc2)n1,1%,8,0.3,0%,-23%,-3%,3%,0.5
CN(CC(=O)N1CCN(c2cccc(Cl)c2)CC1)S(=O)(=O)c1cccs1,-8%[57.1 µM],x,-2.5,5%,2%,6%,12%,0.1
CC(C)(C)c1ccc(OCC(=O)N(c2ccccn2)C2CCCCC2)cc1,-3%,0,-1.3,-1%,-6%,0%,5%,-0.1

# Just PLK1 PBD block and WRN helicase inh, for two of the compounds above:
canonical_smiles | PLK1 PBD block | WRN helicase inh
COC(=O)CNc1cc(S(=O)(=O)N2CCCCC2)ccc1Oc1ccc(C(=O)OC)cc1 | -5% | 7%[57.1 µM]
COc1ccc(N2C(=NC(=O)C(C)Oc3ccccc3)SC3CS(=O)(=O)CC32)cc1 (stereo not given) | -13% | -2%

# Following part.
compound,WRN helicase inh,PI5P4K alpha inh,IL2 activator,EPAC1 antagonist,PLK1 PBD block,EPAC2 agonist,EPAC1 agonist,CCT modulator
CC(C(=O)NCc1cccs1)n1cccc1 (stereo not given),8%,-9,0.9,23%,-2%,0%,-1%,-2.0
COc1ccc(CN2CCN(S(=O)(=O)c3ccc(F)cc3)CC2)cc1OC,1%,x,1.0,4%,-6%,9%,4%,-0.9
COCCNC(=O)c1ccc(S(=O)(=O)N2CCCc3ccccc32)cc1,-2%[57.1 µM],3,0.4,6%,-1%,5%,7%,0.0
O=C(c1ccc(S(=O)(=O)N2CCc3ccccc3C2)cc1)N1CCCCC1,-9%,8,0.2,-8%,0%,u,-2%,-1.4
CCOC(=O)NCc1ccc2[nH]c(C)cc2c1,5%[57.1 µM],-2,-2.1,-11%,-19%,3%,-6%,0.2
O=C(C[C@H]1CC[C@H]2[C@@H](COC[C@@H](O)CN2C(=O)c2cnccn2)O1)NCc1ccc(Oc2ccccc2)cc1,-5%,-3,0.0,1%,1%,3%,-4%,x
CC(NC(=O)C(c1ccccc1)c1ccccc1)c1ccccc1 (stereo not given),0%,-6,-0.7,-14%,-2%,8%,-5%,-0.9
O=C(CCn1c(=O)c2sccc2n(Cc2cc(=O)n3ccccc3n2)c1=O)NCc1ccco1,-12%,x,1.8,-9%,-4%,12%,6%,-2.2
N#CC1=C(N)C(C#N)(C#N)C(c2cccnc2)C2CN(C(=O)OCc3ccccc3)CC=C12 (stereo not given),-30%,-7,-0.7,-1%,-28%,14%,21%,-2.5
CCOc1ccccc1C(=O)Nc1cccc2cccnc12,5%,19,-3.0,-17%,-20%,7%,7%,-2.9
Brc1ccccc1/C=N/Nc1ccc2ccccc2n1,-15%,5,0.6,-3%,-7%,12%,29%,-2.0
Cc1cc(C(=O)N/N=C/c2ccc(N(C)C)o2)cs1,-18%,-9,-0.8,-13%,-14%,1%,8%,2.0
COc1cc(CNC[C@H]2O[C@@H](n3ccc(N)nc3=O)[C@H](O)[C@@H]2O)ccc1OCc1ccc(C)cc1,3%,0,-1.8,-21%,-9%,18%,-8%,-0.8
CCOC(=O)C1=C(O)c2ccccc2C(=O)/C1=C\c1ccc(C)cc1,45µM*,-56*,1.1,-7%,0.67µM*,11%,1%,-0.5
O=C(NCc1ccc(F)cc1F)[C@@H]1CCCN1C(=O)[C@@H]1CCCN1C(=O)c1cccc(Cl)c1,1%,0,0.4,6%,-4%,4%,3%,0.2
CN(C)C(CNC(=O)CCNC(=O)c1ccc(Cl)cc1)c1ccco1 (stereo not given),-2%,2,-2.4,-15%,-6%,-5%,-2%,-0.1
COc1ccc(C(=O)NC2CCSc3ccccc32)cc1F (stereo not given),9%,-6,0.1,-9%,-5%,8%,0%,-0.3
CCCC(=O)Nc1sc(C)c(C)c1C(=O)Nc1cccc(C)c1,-25%,x,1.3,1%,-2%,0%,4%,4.2
COc1cc(C(=O)NNC(=O)c2ccc(S(=O)(=O)N3CCCCC3)cc2)cc(OC)c1OC,-2%,4,1.3,4%,2%,-3%,2%,-2.9
Cc1cc(C(=O)NC2CCCc3c2cnn3-c2ccc(C(C)(C)C)cc2)n[nH]1 (stereo not given),4%,0,-1.0,-5%,-7%,-6%,-7%,-4.7
Cc1ccc(C2=Nc3ccc(Br)cc3C(c3ccncc3)=NN2)cc1,1%,-1,-2.3,6%,1%,7%,6%,1.3

# Structures listed above printed as active in PLK1 PBD block.
SMILES,WRN helicase inh,PI5P4K alpha inh,IL2 activator,EPAC1 antagonist,PLK1 PBD block,CCT modulator
CCOC(=O)C1=C(O)c2ccccc2C(=O)/C1=C\c1ccc(C)cc1,45µM*,-56*,1.1,-7%,0.67µM*,-0.5

# Screens: PubChem BioAssay, National Center for Advancing Translational Sciences (NCATS)
